Assay outcomes (PubChem)
CD40 NFkB inh = CD40 pathway inhibition in BL2 cells. BL2 NF-kB luciferase reporter, CD40L-induced, 4 h. inhibition, % at 10 µM. 83,000 tested, 0.94% active. AID 1053188;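 active means mean inhibition of at least 50% with a set share of replicates also reaching that level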;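 further: 0% = neutral control wells and 100% = IKK inhibitor VII at 50 µM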
An asterisk follows results filed as active; & = joins results of further samples; [ ] = dose if it differs, or a comment. A portion of the library (hit frequency here may not be typical).

`CN1C(=O)c2cc(NC(=O)C3CCC3)ccc2OC[C@H]2O[C@H](CC(=O)NCc3ccccc3F)CC[C@@H]21` gave CD40 NFkB inh -4.
For COc1ccc(-c2nnn(CC(=O)NCCc3ccc(OC)c(OC)c3)n2)cc1 the results were CD40 NFkB inh -1.
For O=C(Cc1ccccc1)N1CC(=O)N2[C@H](CO)[C@@H](c3ccc(-c4ccc(F)cc4)cc3)[C@@H]2C1 the results were CD40 NFkB inh 3[25 µM].
Screening CN(Cc1nc(-c2cnccn2)no1)Cc1cccc2ccccc12 returned CD40 NFkB inh -9.
`CCN1C(=O)c2cccc3c(S(=O)(=O)NCc4ccccn4)ccc1c23` gave CD40 NFkB inh 10.
For C[C@H](CO)N1C[C@H](C)[C@H](CN(C)Cc2ccc3c(c2)OCCO3)OCc2cnnn2CCCC1=O the results were CD40 NFkB inh -1.
O=C(NCc1cccnc1)c1cnc2n(c1=O)CCS2 was read as CD40 NFkB inh 3.
For Cc1ccc(/C=C(\C#N)C(=O)NCc2ccco2)o1 the results were CD40 NFkB inh -7.
`O=C(Nc1ccccc1)OCCOc1ccc(Cl)cc1Cl` gave CD40 NFkB inh -9.
CCNC(=O)C1(C)CCCN1C(=O)c1ccc(N(C)C)cc1 (configuration not stated) was read as CD40 NFkB inh -1.
`CC(Sc1nnc(-c2ccccc2F)n1C1CC1)C(=O)NCc1ccco1` (configuration not stated) gave CD40 NFkB inh 0.
`CCOC(=O)c1c(C)[nH]c(C(=O)OCC(=O)c2ccc(OC)cc2OC)c1C` gave CD40 NFkB inh -4.
For Cc1cc2c(o1)CC(C)(C)CC2=O the results were CD40 NFkB inh 9.
Screening CC(C)[C@H](NC(=O)c1ccccc1)C(=O)OCC(=O)c1ccc(S(=O)(=O)N2CCCCC2)cc1 returned CD40 NFkB inh 12.
For Oc1cc(Cc2ccccc2)cnc1CN1CCOCC1 the results were CD40 NFkB inh -1.
`O=C(COc1nc2ccccc2nc1N1CCOCC1)NC1CCCCC1` gave CD40 NFkB inh 4.
O=C(COC(=O)c1ccc(Cl)c(S(=O)(=O)N2CCCCC2)c1)NCCc1ccccc1 was read as CD40 NFkB inh -3.
For O=C(CCNC(=O)c1ccccc1Cl)Nc1ccncc1 the results were CD40 NFkB inh 11.
`Cc1ccc(C)c(N=Cc2cc3c(cc2[N+](=O)[O-])OCO3)c1` gave CD40 NFkB inh 6.
`Cc1cc2c(cc(C(=O)NCc3cccnc3)n2Cc2ccc(Cl)cc2)o1` gave CD40 NFkB inh 1.
For CNc1nc2c(c(=O)[nH]c(=O)n2C)n1CCOC the results were CD40 NFkB inh 2.
`O=C(O)c1c(Cl)nc2ccccn12` gave CD40 NFkB inh 11.
For COc1ccc(OC)c([N+](=O)[O-])c1C(N)=O the results were CD40 NFkB inh 8.
Screening CCOC(=O)c1c(C)[nH]c(C(=O)Cn2c(=O)oc3ccccc32)c1C returned CD40 NFkB inh -9.
For O=C(Cc1cn(Cc2cccc(Cl)c2)c2ccccc12)N1CCCC1 the results were CD40 NFkB inh 5.
For Cc1ccc2c(c1)N(CCC(=O)NCCCOC(C)C)C(=O)C(C)O2 (configuration not stated) the results were CD40 NFkB inh 10.
`c1ccc(-n2cc(CNCCc3cscn3)c(-c3ccc4c(c3)OCO4)n2)cc1` gave CD40 NFkB inh -24.
Screening CC(=O)c1ccc(S(=O)(=O)Nc2ccc(C(=O)NCCCn3ccnc3)cc2)cc1 returned CD40 NFkB inh 14.
Screening Cc1cc(Cl)cc(Br)c1OCCNCC(C)O (configuration not stated) returned CD40 NFkB inh -1.
Screening CC=Cc1ccc2n(c1=O)C[C@@H]1[C@@H](CO)[C@H](C(=O)NC3CCC3)[C@H]2N1Cc1cccnc1 (mixture of isomers) returned CD40 NFkB inh -1[25 µM].
`O=C(CCS(=O)(=O)c1ccc(Cl)cc1)Nc1cccc(S(=O)(=O)N2CCCCCC2)c1` gave CD40 NFkB inh 13.
For Cc1ccc(S(=O)(=O)N(C)c2ccccc2C(=O)NC2CCCC2)cc1 the results were CD40 NFkB inh 6.
CN(Cc1ccccc1)S(=O)(=O)c1cccs1 was read as CD40 NFkB inh -2.
Screening O=C(CN1CCOCC1)N1CC2(C1)[C@H](c1ccccc1)[C@H](CO)N2Cc1cccc(F)c1 returned CD40 NFkB inh 5[25 µM].
`CN(C(=O)COC(=O)Cc1ccc(Cl)cc1)C1CCCCC1` gave CD40 NFkB inh -2.
For COC(=O)c1cnc(N)s1 the results were CD40 NFkB inh 16.
For COc1ccccc1NS(=O)(=O)c1cc2c3c(c1)CCN3C(=O)CC2 the results were CD40 NFkB inh 10.
O=C(CCCc1ccccc1)N1CCc2ccccc21 was read as CD40 NFkB inh -46.
O=C(COC(=O)c1ccccc1Nc1ccccc1)c1ccccc1 was read as CD40 NFkB inh -49.
CCOCCCNS(=O)(=O)c1ccc(OC)c(Cl)c1Cl was read as CD40 NFkB inh -1.
`Cc1cccc(S(=O)(=O)N2CC[C@@H]3[C@@H](CO)Nc4ccc(-c5ccccc5F)cc4[C@@H]32)c1` gave CD40 NFkB inh 32[25 µM].
For Cc1c(Cc2ccccc2)sc(NC(=O)c2ccco2)c1C(N)=O the results were CD40 NFkB inh -14.
`CN1CCN(C(=O)c2cccc(S(=O)(=O)N3CCCCC3)c2)CC1` gave CD40 NFkB inh 9.
For CC(C)(C)NC(=O)NC(=O)COC(=O)c1c(F)cccc1Cl the results were CD40 NFkB inh -44.
For O=C(C1CCCC1)N1C[C@@H]2N[C@H](C1)C2c1ccc(-c2cccc(F)c2)cc1 (some centres not stated) the results were CD40 NFkB inh 8&-7.
COc1ccc(-c2ccnc3c(C#N)cnn23)cc1 was read as CD40 NFkB inh 20.
For CC(C(=O)NCC1CCCCC1)N(C)CC(=O)Nc1ccc(N2CCOCC2)cc1 (configuration not stated) the results were CD40 NFkB inh 4.
Cc1csc(=O)n1CC(=O)OC(C)C(=O)Nc1ccc(N(C)C)cc1 (configuration not stated) was read as CD40 NFkB inh -13.
For CO[C@@H]1CN(C)C(=O)c2cc(NC(=O)c3cc(C)on3)ccc2OC[C@@H](C)N(C(=O)C2CC2)C[C@H]1C the results were CD40 NFkB inh -8.
COc1ccc(Cn2c(CCC(=O)NCc3ccco3)nc3cccnc32)cc1 was read as CD40 NFkB inh -14.

Some of these compounds in order of count of non-hydrogen atoms, largest number first:
For CO[C@@H]1CN(C)C(=O)c2cc(NC(=O)c3cc(C)on3)ccc2OC[C@@H](C)N(C(=O)C2CC2)C[C@H]1C the results were CD40 NFkB inh -8.
Screening O=C(CN1CCOCC1)N1CC2(C1)[C@H](c1ccccc1)[C@H](CO)N2Cc1cccc(F)c1 returned CD40 NFkB inh 5[25 µM].
For CC(C(=O)NCC1CCCCC1)N(C)CC(=O)Nc1ccc(N2CCOCC2)cc1 (configuration not stated) the results were CD40 NFkB inh 4.
COc1ccc(Cn2c(CCC(=O)NCc3ccco3)nc3cccnc32)cc1 was read as CD40 NFkB inh -14.
For O=C(C1CCCC1)N1C[C@@H]2N[C@H](C1)C2c1ccc(-c2cccc(F)c2)cc1 (some centres not stated) the results were CD40 NFkB inh 8&-7.
For COc1ccccc1NS(=O)(=O)c1cc2c3c(c1)CCN3C(=O)CC2 the results were CD40 NFkB inh 10.
For Cc1c(Cc2ccccc2)sc(NC(=O)c2ccco2)c1C(N)=O the results were CD40 NFkB inh -14.
`CN(C(=O)COC(=O)Cc1ccc(Cl)cc1)C1CCCCC1` gave CD40 NFkB inh -2.
O=C(CCCc1ccccc1)N1CCc2ccccc21 was read as CD40 NFkB inh -46.
COc1ccc(-c2ccnc3c(C#N)cnn23)cc1 was read as CD40 NFkB inh 20.
CN(Cc1ccccc1)S(=O)(=O)c1cccs1 was read as CD40 NFkB inh -2.
For COC(=O)c1cnc(N)s1 the results were CD40 NFkB inh 16.

More entries follow.
Screening CCOC(=O)c1c(C)c(C(=O)NCc2ccccc2OC)c(C)n1C returned CD40 NFkB inh 1.
`C[C@H](CO)N1C[C@H](C)[C@@H](CN(C)C(=O)Nc2ccc3c(c2)OCO3)Oc2ncc(-c3ccccc3)cc2C1=O` gave CD40 NFkB inh -34[25 µM].
CC(C)C(=O)Nc1ccc2c(c1)nc(CCN1CCN(C)CC1)n2C was read as CD40 NFkB inh 6.
Screening COc1cc2[nH]c(=O)n(CCC(=O)N3CCC(N4CCCCC4)CC3)c(=O)c2cc1OC returned CD40 NFkB inh 9.
For CC(=O)N(C)C[C@@H]1OCc2ccccc2-c2c(n(C)c3ccccc23)C(=O)N([C@@H](C)CO)C[C@@H]1C the results were CD40 NFkB inh -3.
For CC(OC(=O)CC1CCCC1)C(=O)Nc1ccc(S(N)(=O)=O)cc1 (configuration not stated) the results were CD40 NFkB inh 4.
CCc1nnc(NC(=O)NC(C)(C)C)s1 was read as CD40 NFkB inh -23.
`Cc1ccc(C(=O)CCC(=O)N2CCN(C(=O)c3ccco3)CC2)cc1` gave CD40 NFkB inh 0.
Screening COc1ccccc1-c1ccc([C@H]2[C@@H](CO)N3CCCCN(C(=O)NC4CCCC4)C[C@@H]23)cc1 returned CD40 NFkB inh 14[25 µM].
Screening COc1ccc(-c2nnc3n2N=C(C)CS3)cc1OC returned CD40 NFkB inh 5.
For Cc1ccc(C(=O)NCC(=O)OCC(=O)N2CC(C)OC(C)C2)cc1 (configuration not stated) the results were CD40 NFkB inh -2.
`Cc1c(C(=O)Nc2cccc(S(=O)(=O)N3CCCC3)c2)oc2ccccc12` gave CD40 NFkB inh 3.
C[C@H]1CN([C@@H](C)CO)C(=O)c2c(c3ccccc3n2C)-c2ccccc2CO[C@H]1CN(C)Cc1ccc2c(c1)OCCN2C was read as CD40 NFkB inh 8.
CN(C)C(=O)c1ccc(-c2ccc([C@H]3[C@@H](C#N)N(C(=O)Cc4ccccn4)[C@@H]3CO)cc2)cc1 was read as CD40 NFkB inh -29[25 µM].
O=c1cc(-c2ccccc2)[nH]c2nc3ccccc3n12 was read as CD40 NFkB inh -27.
`CN(Cc1ccccc1)C(=O)COC(=O)c1cc(S(=O)(=O)N(C)C)ccc1N1CCCC1` gave CD40 NFkB inh -21.
C[C@@H]1CN([C@H](C)CO)C(=O)CCCn2nncc2CO[C@@H]1CN(C)C(=O)OCc1ccccc1 was read as CD40 NFkB inh -2[25 µM].
`Cc1ccc(C(=O)OCC(=O)N(C)C2CCS(=O)(=O)C2)cc1S(=O)(=O)N1CCCCC1` (configuration not stated) gave CD40 NFkB inh 10.
`COc1ccccc1NS(=O)(=O)c1cc(C(=O)NCC2CCCO2)ccc1C` (configuration not stated) gave CD40 NFkB inh 4.
For Cc1cc(NC(=O)Nc2ccccc2)n(-c2ccccc2)n1 the results were CD40 NFkB inh -6.
Screening O=C(COC(=O)c1cccc(S(=O)(=O)N2CCOCC2)c1)Nc1ncc(Cl)cc1Cl returned CD40 NFkB inh -3.
`CCOc1ccc(NC(=O)COc2coc(CN3CCc4ccccc4C3)cc2=O)cc1` gave CD40 NFkB inh -10.
O=C(C[n+]1cccc(CNC(=O)c2ccc(OC(F)F)cc2)c1)c1ccccc1 was read as CD40 NFkB inh 2.
For O=[N+]([O-])c1ccc(Nc2ccccc2F)nc1 the results were CD40 NFkB inh 5.
For Cc1ccc(-c2csc(NC(=O)c3cccc([N+](=O)[O-])c3C(=O)O)n2)cc1 the results were CD40 NFkB inh -44.
Cc1ccc2oc(C(=O)N3CCC(N4CCSCC4)CC3)c(C)c2c1 was read as CD40 NFkB inh 2.
Screening CCOC(=O)c1ccc(COC(=O)c2cc(=O)[nH]c3ccccc23)o1 returned CD40 NFkB inh 7.
`O=C(CN1CCN(S(=O)(=O)c2ccc(Cl)cc2)CC1)NCc1cccs1` gave CD40 NFkB inh 2.
Screening COc1ccc(CN(C)C[C@@H]2Oc3c(NC(=O)c4cnccn4)cccc3C(=O)N([C@@H](C)CO)C[C@H]2C)cc1 returned CD40 NFkB inh -24[25 µM].
Screening CCCCC(CC)C(=O)NCCc1ccc(S(N)(=O)=O)cc1 (configuration not stated) returned CD40 NFkB inh 5.
`CC(CNC(=O)c1ccc(C(C)(C)C)cc1)CN(C)C` (configuration not stated) gave CD40 NFkB inh -9.
Screening O=C(CNC(=O)c1sc2ccccc2c1Cl)NCc1ccccc1 returned CD40 NFkB inh 5.
Screening O=C(c1ccccc1)N1CCSc2sccc2C1=O returned CD40 NFkB inh 15.
`N#CC1(Nc2ccc([N+](=O)[O-])cc2)CCCC1` gave CD40 NFkB inh 3.
NS(=O)(=O)c1cccc(NC(=O)CN2CCCc3ccccc32)c1 was read as CD40 NFkB inh 6.
`CNC(=O)CN(C)S(=O)(=O)c1ccc(OC)c(Cl)c1` gave CD40 NFkB inh 3.
For C#CCOC(=O)Nc1ccc(OCC(F)(F)F)nc1 the results were CD40 NFkB inh -9.
For O=C(Nc1ccc(CN2CCCCC2)cc1)c1ccc2c(c1)OCO2 the results were CD40 NFkB inh -36.
Cc1nn2c(-c3ccc(S(=O)(=O)N4CCN(C)CC4)o3)nnc2c2ccccc12 was read as CD40 NFkB inh 17.
`Cc1ccc(S(=O)(=O)N2CCC(C(=O)OCC(=O)N3CCCC(C)C3)CC2)cc1C` (configuration not stated) gave CD40 NFkB inh 6.
Screening C[C@H]1CN([C@@H](C)CO)C(=O)Cc2cc(NC(=O)Nc3ccccc3)ccc2O[C@@H]1CN(C)Cc1ccccc1 returned CD40 NFkB inh 18.
Cc1nc(-c2ccc3c(c2)CCC(=O)N3)cs1 was read as CD40 NFkB inh -49.
`Cc1cccc(C(C(C(=O)c2ccccc2)N2CCOCC2)N2CCOCC2)c1` (configuration not stated) gave CD40 NFkB inh -38.
Screening COc1ccc2c3c(n(C)c2c1)[C@H](CO)N(CC1CCOCC1)CC31CCN(C(=O)CN(C)C)CC1 returned CD40 NFkB inh 10[25 µM].
CCCNC(=O)N(C)C[C@H]1Oc2cc(C#C[C@@H](C)O)ccc2S(=O)(=O)N([C@@H](C)CO)C[C@@H]1C was read as CD40 NFkB inh -14[25 µM].
